# RPL19A TOR yeast: modulators of TOR pathway RPL19A-GFP in S. cerevisiae | S. cerevisiae RPL19A-GFP strain, flow cytometry, 3 h; active compounds read low | percent response vs DMSO, % at 10 µM | 330,000 tested, 0.3% active | AID 2025;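 active = percent response vs DMSO below 50%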;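 also: median channel GFP fluorescence of the barcoded RPL19A-GFP strain; ratio of sample median GFP to plate DMSO average so 100% = DMSO; lower means less RPL19A-GFP as with rapamycin TOR inhibition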
# CIT2 TOR yeast: modulators of TOR pathway CIT2-GFP in S. cerevisiae; S. cerevisiae CIT2-GFP strain, flow cytometry, 3 h; 100 means same as DMSO wells; GFP response vs DMSO, % at 10 µM; 320,000 tested, 0.065% active;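 active = GFP response relative to DMSO above a set limit, near the screen mean plus 3 SD, cut at about 150% in these data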;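 also: ratio of well median GFP fluorescence to mean of DMSO wells on the plate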
# GASC-1 inh: inhibitors of human GASC-1 (JMJD2C) demethylase; Q9H3R0; GST-JMJD2C(1-420) H3K9me3 demethylation, DELFIA europium; inhibition, % at 2.35 µM; 330,000 tested, 0.069% active;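 active = more than half of a compound's replicate wells show inhibition beyond 50%, single wells judged on their own value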;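 also: signal counts dimethyl H3K9 product captured on neutravidin plate; 0% = median of DMSO wells and 100% = 0.3 times that DMSO median; strong numbers were not always called active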
# Target sequence (Q9H3R0 1-420 limits assumed): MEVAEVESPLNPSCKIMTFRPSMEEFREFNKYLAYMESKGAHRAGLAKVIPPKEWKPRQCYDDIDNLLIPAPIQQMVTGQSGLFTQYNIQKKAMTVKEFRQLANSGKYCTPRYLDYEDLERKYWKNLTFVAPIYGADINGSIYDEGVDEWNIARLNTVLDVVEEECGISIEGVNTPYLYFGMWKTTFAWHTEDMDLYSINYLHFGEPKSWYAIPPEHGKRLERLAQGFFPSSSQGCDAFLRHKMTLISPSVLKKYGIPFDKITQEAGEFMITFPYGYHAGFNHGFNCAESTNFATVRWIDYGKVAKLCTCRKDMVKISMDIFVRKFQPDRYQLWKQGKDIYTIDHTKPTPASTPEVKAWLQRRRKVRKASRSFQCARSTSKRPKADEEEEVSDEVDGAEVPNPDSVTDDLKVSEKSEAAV
# GRK2 aptamer HTS: blocks RNA aptamer binding to human GRK2 | inhibition of aptamer binding, % at 10 µM | bead flow cytometry, FAM-aptamer displacement from GRK2 | AID 488847 | 330,000 tested, 0.59% active;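 active = inhibition of aptamer binding above 40%, roughly 3 SD of noise, on plates passing a quality check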;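 also: median bead fluorescence of bound FAM aptamer so fluorescent compounds give negative values; no value below 0 was filed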
# Target sequence (P25098 whole entry, looked up): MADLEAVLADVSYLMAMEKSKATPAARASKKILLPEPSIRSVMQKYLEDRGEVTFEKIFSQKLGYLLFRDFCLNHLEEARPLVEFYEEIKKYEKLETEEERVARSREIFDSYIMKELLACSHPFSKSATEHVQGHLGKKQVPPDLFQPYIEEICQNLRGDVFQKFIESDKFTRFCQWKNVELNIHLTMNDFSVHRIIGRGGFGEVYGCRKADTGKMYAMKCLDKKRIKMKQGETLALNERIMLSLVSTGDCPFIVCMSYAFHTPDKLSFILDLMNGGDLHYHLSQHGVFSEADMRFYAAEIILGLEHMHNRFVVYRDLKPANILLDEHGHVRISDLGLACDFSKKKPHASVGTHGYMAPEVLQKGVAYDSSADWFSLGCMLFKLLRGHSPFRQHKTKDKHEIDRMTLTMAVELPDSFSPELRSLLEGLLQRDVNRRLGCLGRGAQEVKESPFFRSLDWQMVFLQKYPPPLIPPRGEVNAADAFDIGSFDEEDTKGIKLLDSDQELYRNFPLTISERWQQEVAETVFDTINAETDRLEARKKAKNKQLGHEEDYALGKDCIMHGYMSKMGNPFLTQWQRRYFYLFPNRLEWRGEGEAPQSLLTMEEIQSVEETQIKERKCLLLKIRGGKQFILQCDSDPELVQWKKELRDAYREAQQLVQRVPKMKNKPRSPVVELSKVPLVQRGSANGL
# MEP2-GFP yeast: yeast TOR pathway MEP2-GFP modulation. GFP response vs DMSO, % at 10 µM. AID 2016. 330,000 tested, 0.51% active. S. cerevisiae MEP2-GFP strain, flow cytometry GFP, 3 h; 100% = DMSO control level;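 active = GFP response versus DMSO above a set limit, roughly screen mean plus 3 SD, cut at about 180% in these data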;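 also: median GFP fluorescence of the barcode-gated MEP2-GFP cells per well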
# LAP4 TOR yeast: modulators of TOR pathway LAP4-GFP in S. cerevisiae; S. cerevisiae LAP4-GFP multiplex, flow cytometry GFP, 3 h; median GFP as percent of DMSO wells; GFP response vs DMSO, % at 10 µM; 320,000 tested, 0.34% active;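 active = GFP response vs DMSO above a set limit, about the screen mean plus 3 SD, cut at about 150% in these data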
# VLA-4 inh: inhibition in a human VLA-4 binding assay; VLA-4 expressing cells, ligand binding flow cytometry; P13612; inhibition, % (about 7 µM as worked out from the volumes in the protocol); 330,000 tested, 0.2% active; in the data active = inhibition above about 50%
# AGP1 TOR yeast: alters AGP1-GFP fluorescence in TOR pathway yeast screen; 320,000 tested, 0.02% active; GFP response vs DMSO, % at 10 µM; S. cerevisiae AGP1-GFP multiplex flow cytometry, 3 h; GFP as percent of DMSO wells; AID 2066;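 active = GFP response relative to DMSO above a set limit, near screen average plus 3 SD, cut at about 150% in these data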;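 also: median GFP channel fluorescence of the gated AGP1 strain per well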
# * hit, by the source's call; / = no result given.
SMILES,RPL19A TOR yeast,CIT2 TOR yeast,GASC-1 inh,GRK2 aptamer HTS,MEP2-GFP yeast,LAP4 TOR yeast,VLA-4 inh,AGP1 TOR yeast
Cc1ccc(SCC(=O)OCc2csc(CC(=O)Nc3ccccc3C)n2)cc1C,92.6,96.5,6.4,1.0,104.8,100.9,-5.1,99.3
N#CCCN(C(=O)COC(=O)CCc1nc2ccccc2c(=O)[nH]1)c1ccccc1F,98.0,101.1,-1.9,0.0,105.3,98.9,51.3*,94.0
CC(C)(C)C(=O)Nc1nnc(-c2ccccc2)c(-c2ccccc2)n1,96.1,102.6,7.6,0.0,90.6,104.4,6.0,102.1
Nc1c(C(=O)CSc2nnnn2-c2ccccc2)c(=O)[nH]c(=O)n1C1CC1,98.4,98.3,-1.5,0.0,107.0,105.0,12.6,102.6
Cc1ccc(S(=O)(=O)Nc2nc3ccccc3nc2NCc2ccco2)cc1,110.4,62.0,-1.5,0.0,89.3,99.6,-164.9,69.8
CCc1nc(C)cn1S(=O)(=O)c1ccc(Br)cc1,101.6,105.0,3.2,0.0,103.0,96.5,5.3,106.1
CN(C)c1ccc(-c2nc3ccccc3c(=O)[nH]2)cc1,91.5,84.5,-3.8,2.0,103.6,117.4,-1.5,92.6
CCC(=O)c1ccc(OCC(=O)OCC(=O)N2c3ccccc3NC(=O)C2(C)C)cc1,94.0,97.6,1.6,20.0,93.9,90.6,-16.3,95.2
CCC1Oc2ccccc2N(CC(=O)N2CCOCC2)C1=O (stereo not drawn),103.9,93.5,8.9,0.0,97.5,98.3,-14.6,95.3
Cc1c(C(=O)NC(=S)Nc2ccc(NC(=O)c3cccs3)cc2)oc2ccccc12,94.4,96.0,2.0,19.0,96.0,100.2,-21.5,99.1

# Compound profiles, from the list above. Screens in order: RPL19A TOR yeast, CIT2 TOR yeast, GASC-1 inh, GRK2 aptamer HTS, MEP2-GFP yeast, LAP4 TOR yeast, VLA-4 inh, AGP1 TOR yeast
# Listed for Cc1ccc(S(=O)(=O)Nc2nc3ccccc3nc2NCc2ccco2)cc1 : 110.4, 62.0, -1.5, 0.0, 89.3, 99.6, -164.9, 69.8
# Listed for CCC1Oc2ccccc2N(CC(=O)N2CCOCC2)C1=O (stereo not drawn) : 103.9, 93.5, 8.9, 0.0, 97.5, 98.3, -14.6, 95.3

# Additional records follow:
SMILES,RPL19A TOR yeast,CIT2 TOR yeast,GASC-1 inh,GRK2 aptamer HTS,MEP2-GFP yeast,LAP4 TOR yeast,VLA-4 inh,AGP1 TOR yeast
Cc1cccc(OCC(=O)N(Cc2nnc(-c3ccccc3Cl)o2)C2CC2)c1,96.3,93.2,/,1.0,97.8,105.3,6.7,105.9
Cc1ccc(-n2c(SCC(=O)Nc3cc(C)on3)nc3ccccc3c2=O)cc1,97.3,103.0,6.7,0.0,103.9,100.0,1.3,99.8
CCC(=O)N1CCCn2c1nc1ccccc12,90.2,86.0,2.0,4.0,91.0,93.5,3.2,89.7
COc1cccc2c1OCC(C(=O)OCc1cccnc1)=C2,98.8,89.4,4.0,1.0,96.9,98.6,6.6,101.6
c1ccc(-c2cc(-c3nc(-c4ccccn4)no3)c3ccccc3n2)cc1,95.6,92.7,3.1,0.0,93.1,95.5,-7.5,91.0
Cc1ccccc1C(=O)NC(=S)NCc1cccnc1,93.8,91.2,11.9,1.0,95.1,94.3,3.9,90.8
CC(C)C(C)(C#N)NC(=O)CSc1nncn1-c1ccccc1 (stereo not drawn),84.8,/,-6.3,0.0,102.9,83.6,-5.9,94.2
CCC1CCCCN1C(=O)COC(=O)c1cc(C)nc2ccccc12 (stereo not drawn),107.5,103.3,18.2,0.0,108.8,106.1,-1.9,109.2
Cc1nc2cc(Nc3ccncc3)ccc2s1,100.7,105.1,-12.0,0.0,101.2,101.7,-0.6,104.1
O=S(=O)(Nc1cccc(-n2cnnn2)c1)c1ccccc1C(F)(F)F,97.6,96.3,4.2,0.0,105.2,98.0,1.8,98.0

# Among those listed so far, these have a furan ring, fused or not.
SMILES,RPL19A TOR yeast,CIT2 TOR yeast,GASC-1 inh,GRK2 aptamer HTS,MEP2-GFP yeast,LAP4 TOR yeast,VLA-4 inh,AGP1 TOR yeast
Cc1ccc(S(=O)(=O)Nc2nc3ccccc3nc2NCc2ccco2)cc1,110.4,62.0,-1.5,0.0,89.3,99.6,-164.9,69.8
Cc1c(C(=O)NC(=S)Nc2ccc(NC(=O)c3cccs3)cc2)oc2ccccc12,94.4,96.0,2.0,19.0,96.0,100.2,-21.5,99.1

# Next records follow.
SMILES,RPL19A TOR yeast,CIT2 TOR yeast,GASC-1 inh,GRK2 aptamer HTS,MEP2-GFP yeast,LAP4 TOR yeast,VLA-4 inh,AGP1 TOR yeast
CCCN1C(=O)c2ccccc2NC1c1cc(OC)c(OC)c(OC)c1 (stereo not drawn),107.6,109.6,33.6,0.0,115.5,109.0,-16.6,110.1
O=C(NCCSCc1ccccc1)c1ccc(F)cc1,100.4,90.7,6.6,1.0,102.8,94.4,28.7,93.0
CCc1cccc2c(C(=O)COC(=O)/C=C/c3ccccc3OC)c[nH]c12,98.5,106.3,8.1,0.0,100.0,97.8,15.2,105.3
Cc1ccc(-c2c[n+](CC(=O)Nc3c(C)cccc3C)c3n2CCC3)cc1,102.6,95.0,-0.6,0.0,101.8,109.0,7.5,100.3
C=CCN(C(=O)CNC(=O)c1ccco1)C(C(=O)NC1CCCCC1)c1ccc(OC)cc1 (stereo not drawn),91.0,89.9,-10.8,3.0,111.9,95.1,6.9,99.4
CN(C)/C=N/C(=S)Nc1ccc(Br)cc1F,88.6,89.5,-13.3,2.0,92.4,94.8,-4.0,89.2
CC(Nc1ccc(Cl)c(Cl)c1)C(=O)NN (stereo not drawn),102.9,95.0,-1.6,0.0,110.7,115.0,-1.6,105.6
Cc1ccc(S(=O)(=O)N2C(=O)CCC2C(=O)NCc2ccco2)cc1 (stereo not drawn),98.0,96.7,4.6,1.0,108.3,98.2,-0.8,100.2
O=C(O)C1Sc2[nH]c(=O)sc2C2c3cc(Cl)ccc3OC(=O)C12 (stereo not drawn),99.9,109.5,-7.0,1.0,102.8,114.1,-5.0,97.0
CCOC(=O)C1CCCN(Cc2nc(N)nc(Nc3ccc(Cl)cc3)n2)C1 (stereo not drawn),100.0,111.0,5.6,1.0,103.9,105.0,5.3,101.2
CCN(CC)C(=S)Nc1ccc(C(=O)OC)cc1,101.7,102.3,18.3,2.0,102.8,101.4,27.7,104.8
CC[C@@H](C)[C@H](NC(=O)OC(C)(C)C)c1nnc(S(=O)(=O)Cc2cc(C)ccc2C)o1,92.6,97.8,1.6,0.0,105.0,114.3,19.0,85.6
CCn1c2ccccc2c2cc(NC(=O)CSc3nnc(-c4ccc(OC)cc4)n3N)ccc21,105.3,/,109.9,0.0,100.8,104.3,5.5,101.2
Cc1cc2cc3c(cc2nc1SCc1ccccn1)OCCO3,99.5,95.5,1.7,0.0,103.2,91.2,6.5,92.8
COc1cccc(C2C(C(=O)Nc3nc4ccccc4s3)=C(C)NC3=C2C(=O)CC(C)(C)C3)c1OC (stereo not drawn),92.9,94.7,-8.9,1.0,98.2,89.5,4.7,91.4
CSC1=NCCN1C(=O)Cc1ccc(-c2ccccc2)cc1,100.6,96.5,4.4,0.0,110.0,107.4,7.9,103.7
Cc1ccc(C(=O)c2ccc([N+](=O)[O-])cc2)c(C)c1,94.7,97.1,5.5,1.0,96.7,92.2,7.6,95.6
O=c1oc(-c2ccc(Br)cc2)nc2ccccc12,110.4,111.2,-1.5,0.0,114.3,102.0,3.9,104.8
COc1ccc(CCN2C(=O)C(O)=C(C(=O)c3ccco3)C2c2cccs2)cc1OC (stereo not drawn),92.2,76.9,0.3,4.0,93.2,84.7,2.2,84.4
CCc1nnc(NC(=O)c2ccc(S(=O)(=O)N3CCCC(C)C3)cc2)o1 (stereo not drawn),103.0,106.3,-2.4,12.0,115.6,150.5*,3.9,114.7
CSCC(CO)NS(=O)(=O)c1ccc(C)cc1 (stereo not drawn),98.3,99.0,2.9,4.0,105.5,98.9,-12.2,94.5
CCCn1c(SCC(=O)Nc2cccc(NC(C)=O)c2)nnc1C(C)C,105.9,106.6,-7.5,1.0,106.4,98.8,4.3,108.2
Cn1c(SC2=CS(=O)(=O)c3ccccc32)nc2ccccc21,101.5,92.4,-10.9,5.0,102.8,114.2,-3.6,97.2
O=C1c2cccnc2C(=O)N1Cc1ccc(F)cc1S(=O)(=O)NCc1ccco1,101.8,102.7,-2.0,2.0,99.0,95.8,4.3,102.2
COC(=O)Cc1ccc(NC(=S)NCCCN2CCOCC2)cc1,92.7,/,-13.5,3.0,100.2,91.3,-20.3,92.2
Cc1ccc(S(=O)(=O)Cn2cnnn2)cc1,99.4,/,-3.6,0.0,95.6,93.8,27.2,95.1
Cc1c(Cl)ccc2c(C(=O)NC(C)c3ccncc3)cc(-c3ccncc3)nc12 (stereo not drawn),100.7,96.5,-11.1,0.0,97.3,97.4,-8.5,91.1
Cc1ccc(NCCC(=O)c2ccccc2)cc1Cl,93.0,84.9,8.7,0.0,93.5,103.6,5.0,98.5
COc1ccc(-c2noc(N3CCC(C(=O)Nc4cccc(OC)c4)CC3)n2)cc1,99.8,110.3,-9.8,2.0,88.0,109.6,-10.5,102.0
CCC(=O)N1CCc2cc(S(=O)(=O)CCC(=O)NCCC3=CCCCC3)ccc21,110.7,95.7,-5.1,4.0,103.2,103.9,11.1,108.1
Cc1ccc(C)c(Cn2ncc3ccccc32)c1,100.3,97.1,8.6,4.0,114.5,109.3,-3.6,98.4
C=CCn1c(NC(=O)c2ccc(Br)o2)c(S(=O)(=O)c2ccccc2)c2nc3ccccc3nc21,99.4,108.3,4.0,1.0,97.8,86.0,2.1,91.6
CCCCNC1C(CC)C(CCC)C(C#N)(C#N)C1(C#N)C#N (stereo not drawn),91.4,95.9,-4.3,0.0,94.3,88.4,3.0,87.2
CCN(CC)C(=O)C(=O)c1cn(CCOc2ccccc2)c2ccccc12,93.7,90.3,11.4,1.0,90.6,97.3,12.4,95.4
COc1ccc(-n2c(SCC(=O)Nc3nccs3)nnc2-c2ccccc2)cc1,102.3,108.6,-6.1,0.0,106.4,103.8,18.1,103.3
O=C(NN=C1CCCC1)c1ccc(Cl)cc1,99.6,99.0,-1.5,0.0,106.1,103.8,7.8,94.7
CCOC(=O)/C=C1\CN(C(C)c2ccccc2)S(=O)(=O)c2ccccc21 (stereo not drawn),96.4,72.0,7.6,0.0,97.9,131.5,22.3,83.5
CCOc1ccc(C(=O)Nc2cc(-c3nc4ccccc4[nH]3)ccc2Cl)cc1[N+](=O)[O-],96.7,98.7,0.1,1.0,99.6,84.3,-5.0,90.4
COc1cc(NC(=O)CCCc2c[nH]c3ccccc23)cc(OC)c1,111.6,103.9,-9.1,0.0,108.3,101.5,7.6,104.1
Nc1n[nH]c(-c2ccc([N+](=O)[O-])cc2[N+](=O)[O-])n1,98.7,90.5,-5.7,2.0,93.6,103.7,17.6,94.8
O=C(CN1CCN(S(=O)(=O)c2ccc(F)c(Cl)c2)CC1)N1CCc2ccccc21,98.5,102.4,-0.5,0.0,102.2,102.7,0.0,107.5
CNC(=S)NCCCc1ccccc1,98.8,93.0,5.6,3.0,107.1,104.9,-2.4,108.8
CCCCOc1ccc(C(=O)OCC(=O)NC2CCCC2)cc1,106.2,85.6,-0.3,0.0,106.3,106.8,6.6,93.0
COc1ccc(CNC(=S)N/N=C/c2ccncc2)cc1,100.0,91.7,4.8,0.0,102.8,104.0,5.6,98.7
O=C(Cn1cnc2c(oc3ccccc32)c1=O)N1CCCC1,97.5,96.2,-3.5,2.0,93.0,107.3,2.1,104.3
CCOC(=O)/C(C#N)=C1/C=C(C)NC(c2ccccc2O)=N1,98.4,97.8,5.8,0.0,101.7,94.5,14.1,101.9
COc1cc(OC)cc(C(=O)N[C@H](C(=O)Nc2ccc3c(c2)OCO3)C(C)C)c1,102.8,102.0,9.8,0.0,97.3,96.1,1.4,103.5

# This is a random part of the collection. About 1.7% of those tested had a hit in this group.
